# Bioassay records as filed in PubChem BioAssay.
# Scp-1 inhibitor – inhibitors of human Scp-1 phosphatase; Recombinant Scp1, phosphopeptide, malachite green phosphate absorbance; Q9GZU7; AID 493091; inhibition, % at 20 µM; hit rate 0.88% among 340,000;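 active = inhibition above about 50% at 20 µM, limit read from the data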;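 note: plate controls were DMSO wells with enzyme for no effect and wells lacking enzyme for full effect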
# Target sequence (Q9GZU7 76-261 limits assumed): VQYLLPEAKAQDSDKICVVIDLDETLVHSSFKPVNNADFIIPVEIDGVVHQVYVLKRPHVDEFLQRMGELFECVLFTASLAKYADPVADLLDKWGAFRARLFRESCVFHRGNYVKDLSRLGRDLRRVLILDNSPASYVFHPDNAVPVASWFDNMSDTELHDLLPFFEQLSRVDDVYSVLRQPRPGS
#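 Test system: SCP-1 catalytic domain; Buffer or medium: Acidic Tris acetate buffer with magnesium and detergent; Also added: Phosphorylated 17-residue peptide substrate; Compound: single 20 µM dose, 1% DMSO; Schedule: enzyme reaction 45 min at room temperature, colour 5 min, stabilisation 30 min; Signal: Phosphate-binding colour reagent, absorbance read at 630 nm.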
# NRP1-CendR mod – modulators of CendR peptide binding to human neuropilin-1; O14786; FAM-RPARPAR peptide binding to NRP-1, fluorescence polarization; inhibition, % at 25 µM; hit rate 0.85% among 360,000; AID 602438;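 active = inhibition or corrected inhibition above about 18%, plus a signal ratio from 0.5 to 1.5, limit read from the data, passing the limit was not always enough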; note: strong numbers were not always called active
# STEP inh – blocks human striatal-enriched tyrosine phosphatase; P54829; recombinant STEP, OMFP fluorogenic substrate, fluorescence; inhibition, % at 20 µM; hit rate 0.25% among 360,000; AID 588621;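 active = inhibition at 20 µM, scaled per plate between control wells, above about 37%, limit read from the data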;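 note: 0% = DMSO with enzyme and substrate and 100% = substrate only without enzyme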
# Target sequence (P54829 whole entry, looked up): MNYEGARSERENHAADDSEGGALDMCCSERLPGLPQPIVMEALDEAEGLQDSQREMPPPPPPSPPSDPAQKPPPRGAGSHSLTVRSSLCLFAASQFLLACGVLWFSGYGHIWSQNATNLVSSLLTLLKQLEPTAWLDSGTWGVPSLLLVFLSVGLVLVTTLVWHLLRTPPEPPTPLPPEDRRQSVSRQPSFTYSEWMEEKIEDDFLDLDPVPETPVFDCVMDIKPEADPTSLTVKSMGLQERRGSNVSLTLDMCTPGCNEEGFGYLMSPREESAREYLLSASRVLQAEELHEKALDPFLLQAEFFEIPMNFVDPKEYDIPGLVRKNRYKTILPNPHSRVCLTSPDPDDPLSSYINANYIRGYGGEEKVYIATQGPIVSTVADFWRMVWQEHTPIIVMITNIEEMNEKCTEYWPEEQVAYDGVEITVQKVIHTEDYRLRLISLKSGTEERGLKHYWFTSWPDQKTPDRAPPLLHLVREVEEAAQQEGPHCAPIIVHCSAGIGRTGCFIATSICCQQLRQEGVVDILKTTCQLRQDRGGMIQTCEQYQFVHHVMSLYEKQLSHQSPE
#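 Test system: STEP tyrosine phosphatase / Reagent: OMFP at 25 µM / Doses: 20 µM, 1% DMSO / Read-out: percent inhibition scaled to no-enzyme and uninhibited-enzyme controls, plate-pattern corrected / Detection: FITC-channel fluorescence of OMFP product / Medium: Bis-Tris buffer pH 6.0, 2.5 mM DTT, 0.005% Tween 20 / Schedule: 20 min at room temperature, dark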
# SUMO1 PPI mod – alters human SUMO1 binding to SIM partners. P63165. SUMO1 binding to a labelled peptide, TR-FRET, 1 h. inhibition, % at 20 µM. hit rate 0.33% among 360,000. AID 602429; in the data active = inhibition above about 37%
# Target sequence (P63165 whole entry, looked up): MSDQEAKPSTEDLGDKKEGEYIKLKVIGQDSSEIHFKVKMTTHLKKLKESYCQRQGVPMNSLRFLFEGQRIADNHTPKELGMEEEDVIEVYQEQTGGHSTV
# LMPTP block – LMPTP (human) inhibition | hit rate 0.22% among 360,000 | recombinant LMPTP-A, OMFP fluorogenic substrate, fluorescence intensity | P24666 | inhibition, % at 20 µM;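 active = compounds that cut the enzyme signal by at least half of the control window in the single-dose screen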;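 note: plate controls were DMSO wells with enzyme plus substrate for no effect and substrate without enzyme for full effect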
# Target sequence (P24666 whole entry, looked up): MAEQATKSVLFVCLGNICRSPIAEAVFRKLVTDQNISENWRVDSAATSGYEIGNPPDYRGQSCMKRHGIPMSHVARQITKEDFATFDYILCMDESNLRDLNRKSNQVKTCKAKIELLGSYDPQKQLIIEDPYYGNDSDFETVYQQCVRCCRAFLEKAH
#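 Material: LMPTP-A; amount: 0.625 nM enzyme; doses: single 20 µM dose; times: reaction 50 min, room temperature, dark; technique: fluorescence intensity of OMFP turnover product; benchmarks: no-enzyme and uninhibited controls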
# Rpn11 block – inhibitors of human proteasome Rpn11; hit rate 0.59% among 360,000; human 26S proteasome, Ub4-pepOG fluorescence polarization; 20S core pre-blocked with epoxomicin; calls only at 20 µM; O00487; AID 588493;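 active = inhibition at 20 µM, scaled to each plate's controls, above about 33%, limit read from the data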
# DNMT1 block – DNMT1 (human) enzyme inhibition | P26358 | DNMT1 molecular beacon, Hinp1I cleavage, fluorescence | inhibition (reported as % activation of signal), % at 10 µM | hit rate 0.83% among 360,000; in the data active = inhibition above about 50%
# SKN-1 block – C. elegans SKN-1 inhibition. hit rate 0.49% among 360,000. AID 624304. inhibition, % at 21.8 µM. C. elegans VP596 Pgst-4::GFP/RFP ratio, acrylamide-induced, 24 h;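 active = interference check ratio from 0.5 to 1.5 plus GFP to RFP signal ratio inhibition reaching or exceeding a fixed threshold, cut at about 30% in these data, passing the limit was not always enough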; note: some compounds called inactive have numbers as strong as hits
# NadD block – blocks S. aureus nicotinate mononucleotide adenylyltransferase; purified NadD enzyme, colorimetric absorbance read-out; inhibition, % at 20 µM; hit rate 0.78% among 360,000; AID 602399; in the data active = inhibition above about 26%; note: some compounds past the cut are filed as inactive
# MT1-MMP act inh – MT1-MMP (human) activation inhibition; HT1080 RFP-PRO-GFP cells, GFP/RFP ratio fluorescence, overnight; percent of plate control window, DMSO zero; GFP/RFP ratio change, % at 20 µM; hit rate 0.061% among 360,000;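 active = GFP/RFP ratio change of at least 30% with cell ATP level not reduced by more than half and red fluorescence within 50% of control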; note: strong numbers were not always called active
#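 Material: RFP-PRO-GFP reporter HT1080 cells. Dosing: single-point 20 µM compound, 1% DMSO. Controls: DMSO and RFP-L50D-GFP cell wells. Timing: cells overnight before dosing, compound overnight, 37 °C, 5% CO2. Measure: GFP/RFP fluorescence ratio.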
# The depositor's hits bear a star; i = inactive; x = no result given.
entry	canonical_smiles	Scp-1 inhibitor	NRP1-CendR mod	STEP inh	SUMO1 PPI mod	LMPTP block	Rpn11 block	DNMT1 block	SKN-1 block	NadD block	MT1-MMP act inh
1	O=C(Nc1cccc(Cl)c1)C1C2C=CC3(O2)C1C(=O)N(CCN1CCCCC1)C3C(=O)NC1CCCCC1 (configuration not stated)	-8	16	2	7	0.4	i	-2	-7	-6	2
2	Cc1cc(N)c2ccccc2n1	-1	-4	0	-2	6.3	i	10	3	-6	4
3	O=C(CSc1nc2ccccc2c(=O)n1-c1ccc(F)cc1)Nc1ccc2c(c1)CCC2	-11	6	3	4	2.0	i	-4	6	14	-1
4	Cc1ccc2nc(C3CCN(C(=O)c4ccco4)CC3)[nH]c2c1	-3	-2	1	5	-2.3	i	-2	-8	-5	0
5	CCS(=O)(=O)N1CCN=C1SC(C)c1ccccc1 (configuration not stated)	3	13	1	5	-0.9	i	0	2	-1	1
6	Cc1ccc(CN2CC(N3CCC(c4ccccc4)CC3)CS2(=O)=O)cc1 (configuration not stated)	x	4	1	8	1.2	i	3	-15	-5	2
7	Cc1ccc(C(=O)N/N=C2\CC3CC=CC23)c(C)c1 (configuration not stated)	-1	-1	-1	-1	0.6	i	1	-8	-1	1
8	CCCOC(=O)c1cccc(NC(=O)COc2ccc([N+](=O)[O-])cc2)c1	-13	2	-1	-10	1.5	i	-5	-6	-8	1
9	COC(=O)c1c(C)[nH]c(C(=O)C(C)OC(=O)C2CC(=O)N(c3ccc(C)cc3)C2)c1C (configuration not stated)	-8	4	1	4	-0.1	i	-1	-2	0	-1
10	Cc1cccc(N2CCN(Cc3c(C)n(C)n(-c4ccccc4)c3=O)CC2)c1C	-6	-4	1	0	-1.9	i	-1	-23	-3	9
11	Oc1ccc(C[C@H]2CN([C@@H](Cc3ccc(O)cc3)CN3CCC[C@@H]3CN3C(=S)NC[C@@H]3Cc3ccccc3)C(=S)N2CC2CCCCCC2)cc1	x	9	3	3	4.1	i	-37	14	47*	-4
12	Cc1nn(Cc2ccc(Cl)c(Cl)c2)c(C)c1NC(=O)c1cc(-c2ccc3c(c2)OCO3)on1	3	-16	1	0	4.4	i	76*	18	7	-12
13	Cc1ccc(S(=O)(=O)CNC(=S)c2cccc(Cl)c2)cc1	-17	2	0	-2	1.8	i	1	1	-1	1
14	O=C(O)CC(NC(=O)c1cccc(F)c1)c1ccc(OC2CCCC2)cc1 (configuration not stated)	-14	6	-1	-3	-1.6	i	1	7	-4	0
15	Cc1ccc(/C=C/C(=O)OCC(=O)NC(C)C)o1	-3	11	0	-6	0.1	i	-1	2	3	-2
16	CC(=O)Nn1cc2c(c1-c1ccccc1)c(=O)n(C)c(=O)n2C	-5	-7	-2	-6	-1.3	i	-2	-8	9	6
17	CC(=O)c1ccc(N2CCN(C(=O)/C=C/c3ccc(S(=O)(=O)NCc4ccco4)cc3)CC2)cc1	-9	-6	5	-11	2.8	i	-6	-9	-11	-10
18	O=C(Oc1ccc(/C=N/Nc2ccccc2)cc1)c1ccccc1	-4	13	-1	-2	1.0	i	0	2	10	-5
19	Cn1c(NC(=O)C(C)(C)Oc2ccc(Cl)cc2)cc(=O)n(C)c1=O	-6	9	1	1	-0.4	i	-2	6	1	0
20	CCOC(=O)N1CCN(c2cc(=O)n(Cc3ccc(F)cc3)c(=O)[nH]2)CC1	-4	7	0	-2	-1.3	i	3	-11	-5	0
21	O=C(NCCOc1ccc(F)cc1)C1CCC(=O)N(CCN2CCOCC2)C1 (configuration not stated)	-3	9	0	2	-0.7	i	1	11	4	2
22	CCN1CCN(c2ccc(NC(=O)c3cccc4ncccc34)cc2)CC1	-1	3	-1	-2	1.6	i	-3	-9	2	0
23	CCN(CC)S(=O)(=O)c1ccc(NC(=O)c2cc(=O)[nH]c3ccccc23)cc1	-23	-9	-2	0	-1.8	i	1	5	-2	3
24	COc1cccc(NC(=S)N2CCN(C(c3ccccc3)c3ccccc3)CC2)c1	3	4	-4	-2	0.2	i	0	-6	1	-6
25	c1ccc(CCn2c(SCc3ccccc3)nnc2-c2ccncc2)cc1	-8	-7	0	-2	0.1	i	3	-9	-1	3
26	COc1ccc(Cl)cc1-c1noc([C@@H]2O[C@H](CO)[C@H](O)[C@H](O)[C@H]2O)n1	x	-1	0	4	-2.1	i	3	4	-6	-2
27	COc1cccc2c1cc1c(=O)n(CC(=O)N3CCC(C)CC3)nc(C)n12	-9	2	1	-20	0.4	i	-1	9	-10	2
28	O=C1CC(N2CCCCC2)C(=O)N1c1ccccc1 (configuration not stated)	-8	9	-3	9	1.0	i	-3	27	0	-2
29	N#CC1(Cc2ccccc2)c2ccccc2C=CN1C(=O)c1ccccc1 (configuration not stated)	-12	10	6	0	3.9	i	-5	-8	-6	-5
30	O=C(CNC(=O)c1cc(=O)[nH]c2ccccc12)Nc1ccc(F)c(F)c1	6	-5	-1	4	0.1	i	-4	5	1	3

# A draw from above in order of formula weight, low to high:
entry	canonical_smiles	Scp-1 inhibitor	NRP1-CendR mod	STEP inh	SUMO1 PPI mod	LMPTP block	Rpn11 block	DNMT1 block	SKN-1 block	NadD block	MT1-MMP act inh
15	Cc1ccc(/C=C/C(=O)OCC(=O)NC(C)C)o1	-3	11	0	-6	0.1	i	-1	2	3	-2
16	CC(=O)Nn1cc2c(c1-c1ccccc1)c(=O)n(C)c(=O)n2C	-5	-7	-2	-6	-1.3	i	-2	-8	9	6
10	Cc1cccc(N2CCN(Cc3c(C)n(C)n(-c4ccccc4)c3=O)CC2)c1C	-6	-4	1	0	-1.9	i	-1	-23	-3	9

# Reformatted field by field: three of the compounds above
15	Cc1ccc(/C=C/C(=O)OCC(=O)NC(C)C)o1
  Scp-1 inhibitor: -3; NRP1-CendR mod: 11; STEP inh: 0; SUMO1 PPI mod: -6; LMPTP block: 0.1; Rpn11 block: i; DNMT1 block: -1; SKN-1 block: 2; NadD block: 3; MT1-MMP act inh: -2
5	CCS(=O)(=O)N1CCN=C1SC(C)c1ccccc1 (configuration not stated)
  Scp-1 inhibitor: 3; NRP1-CendR mod: 13; STEP inh: 1; SUMO1 PPI mod: 5; LMPTP block: -0.9; Rpn11 block: i; DNMT1 block: 0; SKN-1 block: 2; NadD block: -1; MT1-MMP act inh: 1
25	c1ccc(CCn2c(SCc3ccccc3)nnc2-c2ccncc2)cc1
  Scp-1 inhibitor: -8; NRP1-CendR mod: -7; STEP inh: 0; SUMO1 PPI mod: -2; LMPTP block: 0.1; Rpn11 block: i; DNMT1 block: 3; SKN-1 block: -9; NadD block: -1; MT1-MMP act inh: 3

# Additional results follow:
entry	canonical_smiles	Scp-1 inhibitor	NRP1-CendR mod	STEP inh	SUMO1 PPI mod	LMPTP block	Rpn11 block	DNMT1 block	SKN-1 block	NadD block	MT1-MMP act inh
31	Cc1ccc(/C=[N+](\[O-])c2ccc(N(C)C)cc2)c2nsnc12	-5	-34	2	-20	3.9	i	-13	12	6	4
32	Cc1ccc2[nH]c(O)c(N=NC(N)=S)c2c1	-3	6	2	-17	1.4	i	-1	3	1	-2
33	CCOCC(=O)Nc1nc2ccc(OCC)cc2s1	-2	6	2	6	-1.6	i	2	19	-2	5
34	CSc1ccccc1NC(=O)Nc1cccc(Cl)c1Cl	-7	-4	4	0	-0.5	i	3	16	-5	-10
35	Cc1cc(=O)oc2cc(OCC(=O)N3CCOCC3)ccc12	1	7	8	-3	-0.4	i	12	-4	5	-1
36	COc1ccc([N+](=O)[O-])cc1NC(=S)NC(NC(C)=O)C(Cl)(Cl)Cl (configuration not stated)	-7	-12	0	-11	0.1	i	0	-2	-3	-5
37	O=C(O)CCC(C(=O)O)N1C(=O)C2C3CCC(C3)C2C1=O (configuration not stated)	x	6	-2	1	-1.4	i	2	-1	-1	1
38	CC(C)(ONC(=O)Nc1ccccc1Cl)C(=O)O	-10	9	2	-3	0.0	i	3	-13	7	-1
39	Cc1cccc(C)c1NC(=O)C(NC=O)c1ccccc1 (configuration not stated)	-2	6	-4	1	-1.3	i	5	0	-3	0
40	CCCNC(=O)C1CN(C(=O)c2nn(Cc3ccccc3)c(=O)c3ccccc23)c2ccccc2O1 (configuration not stated)	-8	-3	0	-8	0.2	i	-9	2	-6	-4
41	O=C(NC1CCCC1)c1n[nH]c2ccccc12	-5	0	0	-2	0.3	i	0	7	2	3
42	O=C(O)c1cc2c(cc1Cl)N1CCCCCC1=NS2(=O)=O	-8	9	0	-2	-2.9	i	4	-12	-3	2
43	O=S(=O)(CCN1CCSCC1)c1ccc(Cl)cc1	-7	12	3	-1	-0.2	i	-3	18	2	-3
44	Cc1ccc(NC(=O)C2(C)CCN2C(=O)C2CCCCC2)cc1C (configuration not stated)	x	-8	2	6	-1.0	i	-2	13	-5	0
45	COc1ccc2[nH]c(=O)c(CN(C(=O)NC3CCCCC3)C3CCCC3)cc2c1	6	10	1	1	0.2	i	-2	19	9	-10
46	COc1ccc(NC(=O)c2ccc3ccccc3n2)cc1S(=O)(=O)N1CCCCC1	-9	-23	3	3	3.6	i	-4	1	3	-8
47	CCNS(=O)(=O)c1cc(OC)c(Cl)cc1OC	2	-1	2	-2	-0.7	i	5	0	-2	1
48	O=C(NCc1ccco1)C1CCN(S(=O)(=O)c2cccc3cccnc23)CC1	0	-6	-1	3	-0.3	i	-2	-8	-7	-6
49	O=C(CN(C(=O)CNC(=O)c1ccco1)c1ccccc1F)NC1CCCCC1	4	0	-2	-2	0.2	i	0	-5	0	3
50	Cn1cc(/C=C/C(=O)N2CCCC(C(=O)c3cccc(C(F)(F)F)c3)C2)cn1 (configuration not stated)	-2	-6	3	5	-1.1	i	1	7	-4	6
51	O=C(Nc1ccc2c(c1)OCO2)C1CCCN1C(=O)OCc1ccccc1 (configuration not stated)	2	4	1	4	1.4	i	-4	-15	6	-1
52	Cc1nn(C)c(Cl)c1CN1CCC(n2nccc2NC(=O)C2CCCC2)CC1	-4	-2	0	-2	0.2	i	0	1	1	1
53	CN(Cc1cccs1)C(=O)CSc1nc2ccccc2[nH]1	-6	10	-1	-4	-0.8	i	0	1	1	-3

# Reprinted at random: 2 compounds from above, in no set order.
entry	canonical_smiles	Scp-1 inhibitor	NRP1-CendR mod	STEP inh	SUMO1 PPI mod	LMPTP block	Rpn11 block	DNMT1 block	SKN-1 block	NadD block	MT1-MMP act inh
37	O=C(O)CCC(C(=O)O)N1C(=O)C2C3CCC(C3)C2C1=O (configuration not stated)	x	6	-2	1	-1.4	i	2	-1	-1	1
47	CCNS(=O)(=O)c1cc(OC)c(Cl)cc1OC	2	-1	2	-2	-0.7	i	5	0	-2	1
